FBPA coupling cs: qHTS Assay for Inhibitors of Fructose-1,6-bisphosphate Aldolase from Giardia Lamblia: Coupling assay counterscreen. coupling enzyme system counterscreen, AmpLite Red fluorescence. activity change, negative = inhibition, % at 58.2 µM, hits read low. actives 0.67% (n = 290,000). AID 2472, 2010; in the data active means activity change below about -30%; further: on the % scale 0 is the no-effect control and ±100 the full control effect
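Counterscreen lacking aldolase: glyceraldehyde-3-phosphate coupling-enzyme reagent preincubated 10 min at RT with compound (at 57.5 uM final), then substrate/coupling system with AmpLite Red added; fluorescence read at 525/598 nm after 20 min RT.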
KCNH2 3.1 block: qHTS for Inhibitors of KCHN2 3.1: Mutant qHTS | actives 0.95% (n = 340,000) | AID 720553, 2013 | U2OS KCNH2 3.1, thallium flux FluxOr; hits give low values | activity change, % (tested at about 1.8 µM) | Potassium voltage-gated channel subfamily H member 2, brain isoform KCNH2 3.1 (human);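 active means maximum activity change below -70%; inconclusive means maximum activity change from -70% to -50%; inactive means maximum activity change above -50%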;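 further: thallium influx rate constant from kinetic fluorescence after stimulation buffer; on the % scale 0 is the no-effect control and ±100 the full control effect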
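U2OS cells transduced with KCNH2 3.1 mutant virus (1.77 x 10^8 /mL, 4 h), plated overnight at 37 C, loaded 45 min with FluxOr dye plus Red40 quencher. Thallium flux rate constant from kinetic reads after stimulation buffer, normalised to controls.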
MLL CXXC-DNA inh: qHTS Fluorescence Polarization Assay for Inhibitors of MLL CXXC domain - DNA interaction; actives 0.037% (n = 290,000); AID 2662, 2010; Potency, µM (top dose mostly 115 µM), for the others: at the top dose activity change, negative = inhibition, usual class: inhibitors; MLL-CXXC / FITC-HOXA9 DNA fluorescence polarization; Histone-lysine N-methyltransferase 2A (Homo sapiens), Q03164; active means well fitted inhibition curve with a large enough effect in the polarisation, with a control signal flat, not every such curve was filed as active; inconclusive means small, poorly fitted or top-dose-only effect, or effect the other way, or a change in a side signal; inactive means no such curve, though single readings can be large or run the other way; the % refers to the polarisation; further: potency means the concentration at half of the fitted maximal effect
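Steps: dispense CXXC domain solution (7 uM) → pin compounds or unlabeled HOX-A9 DNA control → 5 min ambient → add FLSN-HOX-A9 solution (50 nM) → spin → 30 min ambient → fluorescence polarization. Tris pH 7.5/NaCl/DTT/BSA buffer.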
PKM2 act: qHTS Assay for Activators of Human Muscle isoform 2 Pyruvate Kinase. Pyruvate kinase PKM (Homo sapiens), P14618. purified PKM2, Kinase-Glo ATP luminescence, activation; response scale: 0% is enzyme alone, no compound. Potency, µM (doses to about 57.5 µM), inactives show top-dose activation, most hits filed as activators. actives 0.34% (n = 260,000); further: potency means the concentration at half of the fitted maximal effect; on the % scale 0 is the no-effect control and ±100 the full control effect; nearly all actives have a fitted effect of over 55% in size
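ATP formation by purified human PK-M2, quantified via coupled luciferase luminescence after 1 h at room temperature with 0.1 mM ADP and 0.5 mM PEP final.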
Giardia killer: Small Molecules that selectively kill Giardia lamblia: qHTS. actives 0.15% (n = 340,000). Giardia lamblia trophozoite viability. activity change, % at 7.66 µM, hits read low; in the data active means activity change below about -80%; inconclusive means between about -30% and that limit;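 further: parasites exposed to compound for two days anaerobically before the ATP read; on the % scale 0 is the no-effect control and ±100 the full control effect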
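Luminescence from cellular ATP indicates surviving trophozoites (100 cells/well) following 48 hrs anaerobic compound treatment at 37 deg C; signal develops 15-30 min at room temperature.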
TRPV1 ag: HTS Assay for Compounds that Act as Agonists of the Vanilloid Receptor 1; Transient receptor potential cation channel subfamily V member 1 (Homo sapiens), Q8NER1; TRPV1-expressing cells, Fluo-8 calcium influx, agonist mode; activation, % at 8.33 µM; actives 0.19% (n = 320,000); AID 540275, 2011; in the data active means activation above about 80%; inconclusive means between about 30% and that limit; further: 0% is about no effect
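Fluo-8 calcium influx in TRPV1-expressing cells, kinetic read (ex 480/em 520 nm). Compound added and read 3 min for agonist activity, followed by capsaicin at EC20 final and 2 min further read for enhancement.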
Menin-MLL TR inh: qHTS Assay for Inhibitors Targeting the Menin-MLL Interaction in MLL Related Leukemias: Competition With Texas Red Labeled MLL-derived Mutant Peptide; Menin + Texas Red MLL mutant peptide, fluorescence polarization; Potency, µM (top dose mostly 61.6 µM), inactives show at the top dose FP activity change, negative = inhibition, actives largely listed as inhibitors; actives 0.23% (n = 270,000); AID 1768, 2009; active means well fitted inhibition curve with a large enough effect in the polarisation, with a control signal flat, not every such curve was filed as active; inconclusive means small, poorly fitted or top-dose-only effect, or effect the other way, or a change in a side signal; inactive means no such curve, though single readings can be large or run the other way; the % refers to the polarisation; further: potency means the concentration at half of the fitted maximal effect; % of control where 0% means no effect; many of its hits are not listed in these tables
Target sequence (O00255 whole entry, looked up): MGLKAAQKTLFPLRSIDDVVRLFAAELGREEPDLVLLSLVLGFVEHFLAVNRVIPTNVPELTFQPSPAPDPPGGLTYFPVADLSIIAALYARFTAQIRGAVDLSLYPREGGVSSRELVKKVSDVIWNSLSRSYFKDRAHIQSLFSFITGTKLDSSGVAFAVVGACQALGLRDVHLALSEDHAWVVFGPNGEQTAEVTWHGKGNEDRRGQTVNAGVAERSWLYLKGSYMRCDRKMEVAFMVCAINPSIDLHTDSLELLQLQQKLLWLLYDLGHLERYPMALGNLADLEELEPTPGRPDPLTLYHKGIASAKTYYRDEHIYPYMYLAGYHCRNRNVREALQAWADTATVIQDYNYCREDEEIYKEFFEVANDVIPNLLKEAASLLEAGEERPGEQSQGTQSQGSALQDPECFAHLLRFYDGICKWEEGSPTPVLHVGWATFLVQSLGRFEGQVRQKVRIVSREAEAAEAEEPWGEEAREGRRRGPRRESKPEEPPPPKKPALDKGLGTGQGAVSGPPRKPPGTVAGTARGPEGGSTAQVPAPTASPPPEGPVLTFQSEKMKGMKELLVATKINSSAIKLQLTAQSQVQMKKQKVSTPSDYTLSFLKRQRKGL
USP2a block: qHTS Assay for Inhibitors of Ubiquitin-specific Protease USP2a Using CHOP2 as the Reporter | USP2 core, Ub-CHOP2 coupled fluorogenic reporter, 485/531 | Potency, µM (highest dose often 38.3 µM), for inactives: top-dose activity change, negative = inhibition, actives largely listed as inhibitors | actives 0.01% (n = 330,000) | AID 463254, 2010;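 further: potency means the concentration at half of the fitted maximal effect; plate controls were DMSO wells for no effect and full inhibition by NEM control for full effect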
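Deubiquitinase activity read as fluorescence (485/531 nm) after Ub-CHOP2 cleavage activates the enterokinase reporter on its substrate; USP2 core 10nM, Ub-CHOP2 and substrate 25nM each, 30min compound preincubation then 60min RT; data normalized to NEM, curves fitted.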
GALK inh: qHTS Assay for Inhibitors of Human Galactokinase (GALK); P51570; Purified GALK, Kinase-Glo residual ATP luminescence; Potency, µM (titrated, usually from 57.5 µM), for the others: at the highest dose activity change, negative = inhibition, most hits filed as inhibitors; actives 0.007% (n = 270,000); further: potency means the concentration at half of the fitted maximal effect; on the % scale 0 is the no-effect control and ±100 the full control effect
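Quantitative HTS: GALK 5 nM, ATP 35 uM, galactose 100 uM, 1 h room temperature, then luciferase-based ATP detection.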
hERG WT inh: qHTS for Inhibitors of KCHN2 3.1: Wildtype qHTS; U2OS, BacMam KCNH2, thallium flux FluxOr; hits give low values; activity change, % at 1.84 µM; actives 0.37% (n = 340,000); AID 720551, 2013;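 active means maximum activity change below -70%; inconclusive means maximum activity change between -70% and -50%; inactive means maximum activity change above -50%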; further: on the % scale 0 is the no-effect control and ±100 the full control effect
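U2OS cells transduced with wild-type KCNH2 virus are loaded with FluxOr dye for 45 min, and thallium flux is measured in kinetic reads before and after stimulation buffer. Rate constants are normalized to DMSO controls.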
B2AR arrestin: qHTS assay of beta-arrestin-biased ligands of beta2-adrenergic receptor; beta-arrestin recruitment to beta2AR, cell-based reporter; Potency, µM (titrated, usually from 46.1 µM), inactives show at the top dose activation, most hits filed as activators; actives 0.02% (n = 330,000); Beta-2 adrenergic receptor (Homo sapiens), P07550;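 further: potency means the concentration at half of the fitted maximal effect; 0% = DMSO controls and full agonism = EC100 isoproterenol or metaproterenol; nearly all actives have a fitted effect of over 65% in size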
Target sequence (P07550 whole entry, looked up): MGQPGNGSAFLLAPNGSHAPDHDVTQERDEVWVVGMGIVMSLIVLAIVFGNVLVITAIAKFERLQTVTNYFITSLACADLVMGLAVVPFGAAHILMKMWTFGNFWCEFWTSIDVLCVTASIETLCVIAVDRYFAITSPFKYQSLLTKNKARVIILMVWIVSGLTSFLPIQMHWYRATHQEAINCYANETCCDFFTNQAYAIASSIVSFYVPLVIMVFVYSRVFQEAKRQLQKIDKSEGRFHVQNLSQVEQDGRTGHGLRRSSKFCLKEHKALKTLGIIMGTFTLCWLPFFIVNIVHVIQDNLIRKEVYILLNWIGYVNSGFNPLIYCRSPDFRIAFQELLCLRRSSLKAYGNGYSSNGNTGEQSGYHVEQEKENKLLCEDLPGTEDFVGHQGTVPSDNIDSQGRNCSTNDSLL
Active calls of the source: *; i = inactive; ? = inconclusive; · = not tested or not shown; & = joins results of further samples; [ ] = remark or other dose. Unless noted, the call rests on the fitted dose curve; in most records, active means well fitted curve in the direction sought with a large enough effect; inconclusive means small, poorly fitted or top-dose-only effect, or another doubt; inactive means no such curve, though single readings can be large; an effect the other way counts as inactive or inconclusive. An excerpt; rates above refer to the full screens.

SMILES	FBPA coupling cs	KCNH2 3.1 block	MLL CXXC-DNA inh	PKM2 act	Giardia killer	TRPV1 ag	Menin-MLL TR inh	USP2a block	GALK inh	hERG WT inh	B2AR arrestin
COC(=O)c1ccc(OCC(O)CN2CCc3cc(OC)c(OC)cc3C2c2ccccc2)cc1 (stereo not given)	-1	-1	19%	1%	5	0	-11%	-8%	-1%	11	-0.2%
Oc1cc(O)cc(/C=C/c2ccc(O)c(O)c2)c1	-9	10	5%	·	-30	2	?	1%	·	-7	0.0%
O=c1cc(-c2ccccc2Cl)oc2ccc([N+](=O)[O-])c(O)c12	4&11	5	3%	-1%	-13	-2	2%[94.6 µM]	0%	·	5	-0.1%
O=C(NCCCN1CCOCC1)c1cc(-c2ccccc2)on1	-1	-7	5%	-5%	1	2	6%	1%	-2%	-2	-0.3%
COC(=O)c1cn(NC(=O)c2cccc(N(C)C)c2)c(=O)c2ccccc12	4	18	-29%	0%	-2	7	-8%	2%	3%	-9	-0.9%
N#CC1=C2SCN(c3ccccc3)CN2C(=O)CC1c1cccs1 (stereo not given)	-17	-7	17%	-18%	-3	2	?	-8%	1%	2	-0.4%
Cc1csc(Nc2ccc(Cl)cc2)[n+]1-c1ccc(Cl)cc1	-1	4	-5%	2%	-29	-2	6%	0%	1%	2	0.0%
O=C(COc1ccccc1[N+](=O)[O-])Nc1ccc2c(c1)OCO2	6	4	7%	0%	-14	12	-11%	2%	0%	-3	-0.2%
Cc1ccc(OCC(=O)NC(=S)Nc2cccc(NC(=O)c3ccccc3Cl)c2)cc1	0	-2	6%	1%	9	4	?	0%	·	10	-0.8%
O=C(CCN1CCOCC1)Nc1cccc(Br)c1	-1	-2	-2%	0%	-2	-2	-7%	0%	-3%	-12	-0.1%
CCOC(=O)c1cc(-c2cccnc2)nn1-c1ccccn1	-9	4	-4%	-1%	-16	5	-2%	2%	0%	1	-0.3%
COc1ccccc1NC(=O)CSc1nnc(CNC(=O)c2ccco2)o1	0	23	-8%	-1%	-1	2	-14%	·	6%	3	·
COc1cc(/C=C(\C#N)C(=O)NCC2CCCO2)ccc1OCCC(C)C (stereo not given)	0	-25	-16%	2%	-19	29	·	0%	-4%	-1	2.8%
Cc1[nH]c2ccc(F)cc2c1CCN(Cc1cccnc1)C(=S)Nc1cccc(F)c1	-5	-3	18%	21%	-28	1	8%	3%	2%	-4	0.1%
COc1ccccc1-c1cc(C(=O)N2CCCCC2)no1	2	-17	-2%	0%	22	·	-1%[11.7 µM]	-1%	2%	-1	-0.8%
Cc1c(NS(=O)(=O)c2cc(C(=O)N3CCCC(C)C3)ccc2Cl)c(=O)n(-c2ccccc2)n1C (stereo not given)	·	-11	·	·	-21	·	·	-1%	·	-1	-0.3%
S=C(Nc1ccccc1)Nc1ccc2cn[nH]c2c1	-39*	29	4%	-12%	-2	0	·	-2%	-1%	-5	-0.6%
O=C(Nc1nc2ccc(Cl)cc2s1)c1cccc(N2C(=O)CCC2=O)c1	·	-9	·	·	-8	0	·	0%	·	-31	-2.5%
COc1cccc(-c2nc(CS(=O)(=O)CC(=O)NCCCN3C(C)CCCC3C)c(C)o2)c1 (stereo not given)	-1	-23	-8%	·	0	-3	-11%	0%	-1%	-1	0.2%
CCCC(=NC(C)CC)C1=C(O)CC(c2ccccc2)CC1=O (stereo not given)	1	12	-7%	-1%	27	5	?	-2%	-4%	-10	0.0%
CC(C)(C)c1ccc(O)c(N=Cc2cc3c(cc2[N+](=O)[O-])OCO3)c1	0	9	-11%	-20%	-1	0	-28%	-2%	-1%	-5	-0.7%
O=C(COc1ccc(Br)cc1CO)Nc1ccccc1F	0	-15	-5%	-4%	4	24	-18%	1%	1%	5	-0.9%
Cc1nnc(SCC(=O)N2CC(=O)Nc3ccccc32)n1-c1ccccc1	12	2	-3%	13%	-12	0	2%	-2%	2%	11	0.3%
COc1ccc(Cl)cc1N1C(=O)/C(=C\c2sccc2C)N=C1SCC(=O)NC1CC1	-2	-20	19%	-7%	8	14	8%	2%	-2%	-4	0.0%
NC(=O)c1ccccc1NC(=O)N1CCOCC1	0	4	2%	1%[11.5 µM]	-2	4	5%	1%	-1%	-4	-0.2%
The list goes on:
SMILES	FBPA coupling cs	KCNH2 3.1 block	MLL CXXC-DNA inh	PKM2 act	Giardia killer	TRPV1 ag	Menin-MLL TR inh	USP2a block	GALK inh	hERG WT inh	B2AR arrestin
CN(C(=O)COC(=O)c1cccc(NS(=O)(=O)c2ccc(F)c(F)c2)c1)C1CCS(=O)(=O)C1 (stereo not given)	2	5	4%	-1%	17	-2	-14%	-3%	-1%	-13	0.4%
CN(Cc1ccccc1)C(=O)C1CCN(S(C)(=O)=O)CC1	-8	-25	-1%	-1%	10	1	-2%	12%	-1%	25	-0.2%
Cc1ccc(SCC(=O)N/N=C/c2ccco2)cc1	-11	-19	-3%	-2%[11.5 µM]	-7	7	-26%	1%	1%	2	0.0%
COC(=O)c1cccc(CSC(=S)N2CCCC2)c1	6	13	-5%	·	-7	14	18%	2%	1%	11	0.0%
Cc1c(C)c2c(OCC(=O)NCc3cccnc3)cc3c(c2oc1=O)CCC(C)(C)O3	-4	2	10%	-1%	?	1	-7%	1%	·	-2	-0.1%
O=S(=O)(c1ccc(Br)cc1)c1cnc2ccccc2n1	1	·	24%	0%	9	-4	-7%	0%	9%	-5	0.2%
Cc1ccccc1NC(=O)NC(N)=O	1	6	14%	-2%	0	-2	4%	1%	-1%	-4	-0.5%
Cc1ccc(C(=O)O)cc1N1CCCC1=O	-2	-13	6%	0%	2	4	17%	5%	8%	2	-0.2%
CCC(O)CNc1nc(SC)nc2sc3c(c12)CCN(C)C3 (stereo not given)	0	18	-7%	3%	-3	6	-19%	3%	1%	-5	-0.1%
C=CCn1nc2ccccc2c1OCCO	·	-1	·	·	3	-1	·	1%	·	-4	-2.3%
CO/C=C\C=C/c1nnn(-c2ccc(Cl)cc2)n1	5	6	1%	0%	-11	4	-1%	0%	·	i	?
COC(=O)[C@@H]1C[C@@]2(O)[C@@H](O)[C@@H](O)[C@@H](O)C[C@H]2N1CC1CCCCC1	0&7	-32	11%	-12%&2%	14	7	5%	0%	-1%	2	-0.4%
CC(C)(C)NC(=O)CSc1nc2cc(S(=O)(=O)N3CCCCC3)ccc2o1	·	-3	·	·	-23	·	·	3%	·	4	-0.2%
COc1cc(CN2CCC(Oc3cc(C(=O)NC4CC4)ccc3OC)CC2)cc(OC)c1	·	-28	6%	·	-1	1	·	0%	0%	-18	0.0%
CCOc1ccccc1N(CC(=O)Nc1ccccc1C(=O)N1CCOCC1)S(C)(=O)=O	·	19	0%	0%	7	-3	·	2%	6%	7	-0.5%
Cc1ccc(N/N=C/c2c(C)c(C#N)c(=O)n(C)c2O)cc1C	-58*	-11	2%	?	-5	2	20%	7%	2%	0	0.1%
CC(C)c1ccc(S(=O)(=O)N2CCN(C(=O)CN3C(=O)c4ccccc4C3=O)CC2)cc1	·	8	·	·	-3	·	·	0%	·	2	-0.5%
CCN1CCN(c2cc(C)c3cc(NC(=O)CCC(=O)Nc4ccc(OC)c(OC)c4)ccc3n2)CC1	5	0	7%	·	0	1	-7%	1%	11%	15	-0.4%
Cc1ccc(CNC(=O)c2ccccc2NC(=O)C2=CSCCO2)cc1	·	5	4%	·	?	14	·	0%	-6%	3	0.5%
CCCN1C(=O)/C(=C/c2ccc(N3CCCC3)c(C)c2)NC1=S	7	?	5%	-5%	4	·	·	5%	5%	-32	-0.2%
CCOC(=O)N1CCN(C(=O)c2ccccc2NC(C)=O)CC1	-7	0	0%	7%	-11	?	1%	1%	2%	-13	0.2%
CCCN(CCC)S(=O)(=O)c1ccc(C(=O)Nc2nc(-c3ccccc3)c(C(=O)OCC)s2)cc1	6	-1	-7%	10%	-15	0	8%	0%	1%	1	-0.4%
COC(=O)c1ccc(NC(=O)C2CCN(C(=O)c3cc(OC)c(OC)c(OC)c3)CC2)cc1	2	-2	10%	4%	7	9	-3%	8%	3%	-7	-0.7%
